# Screens deposited in PubChem BioAssay by PCMD.
# FXIa inh: human FXIa protease inhibitors, primary screen, biochemical, single compound per well; inhibition, % at 10 µM; AID 687, 2007; Coagulation factor XI (Homo sapiens), P03951; purified human FXIa, fluorogenic AMC substrate cleavage; 0.3% of 33,000 active;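 active = inhibition above 40% in the primary screen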;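 also: 0% = enzyme without compound and 100% = blank wells lacking enzyme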
# FXIIa single: human FXIIa protease inhibitors, primary screen, biochemical, single well | 0.2% of 33,000 active | inhibition, % at 10 µM | purified human FXIIa, AMC substrate fluorescence, 2 h | AID 701, 2007 | Coagulation factor XII (Homo sapiens), P00748; in the data active = inhibition above about 30%;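 also: 0% = enzyme with vehicle only and 100% = no enzyme blank; many of its hits are not listed in these tables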
# Target sequence (P00748 20-372 limits assumed): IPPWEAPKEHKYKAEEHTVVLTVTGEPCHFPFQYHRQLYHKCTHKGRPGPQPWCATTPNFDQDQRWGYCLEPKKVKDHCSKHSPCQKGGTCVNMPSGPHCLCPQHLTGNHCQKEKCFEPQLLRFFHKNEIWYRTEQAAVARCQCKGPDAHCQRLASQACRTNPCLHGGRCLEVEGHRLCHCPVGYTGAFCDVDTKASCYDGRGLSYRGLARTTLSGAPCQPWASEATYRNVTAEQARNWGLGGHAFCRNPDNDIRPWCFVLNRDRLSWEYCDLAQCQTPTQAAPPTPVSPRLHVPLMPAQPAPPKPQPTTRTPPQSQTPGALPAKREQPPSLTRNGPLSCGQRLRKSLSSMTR
# Target sequence (P00748 373-615 limits assumed): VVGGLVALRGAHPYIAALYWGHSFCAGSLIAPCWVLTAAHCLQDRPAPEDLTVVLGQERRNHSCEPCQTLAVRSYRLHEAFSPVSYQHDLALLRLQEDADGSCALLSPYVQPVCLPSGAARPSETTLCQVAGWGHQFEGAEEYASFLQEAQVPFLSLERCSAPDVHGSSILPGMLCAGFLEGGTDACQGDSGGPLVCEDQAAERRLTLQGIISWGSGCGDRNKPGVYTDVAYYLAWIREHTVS
# The depositor's hits bear a star.
FXIa inh	FXIIa single	Molecule
-2	10	CCn1ncc(Br)c1C(=O)Nc1ccc(C(=O)OC(C)C)cc1
-6	9	O=S(=O)(NCc1ccccn1)c1ccccc1
9	2	CCOc1ccc(NC(=O)c2ccc(OC)cc2)cc1
-4	0	COC(=O)C(C)N(C(=O)c1ccc(Cl)cc1)c1c(C)cccc1C (stereo not given)
-7	11	COc1cccc(/C=N/Nc2nc(N3CCCC3)nc(N3CCCC3)n2)c1O
-1	0	COC(=O)c1ccccc1N(Cc1ccccc1)S(C)(=O)=O
-5	12	Cc1cc(C)n(C(=O)c2ccc(S(=O)(=O)N3CCOCC3)cc2)n1
2	8	CC(C)COc1nc2ccccc2nc1C(C#N)C(=O)NC1CCCCC1 (stereo not given)
-1	-12	CC1=C(C(=O)Nc2ccccc2)C(c2sccc2C)n2nnnc2N1 (stereo not given)
8	4	CN=C1CC(SC)=C1c1ccc(C)cc1
1	-3	Cc1cc(C)cc(OCc2nnc(SCC(=O)Nc3ccccc3)o2)c1
-1	5	CCOC(=O)c1ccc(NC(=O)CN(Cc2ccc(Cl)cc2)S(C)(=O)=O)cc1
-2	2	Cc1nc(-c2cccc(S(=O)(=O)N3CCCC(C)C3)c2)cs1 (stereo not given)
5	6	Clc1ccccc1Sc1cnc2ccccc2n1
-1	4	Cc1ccc(C(=O)Nc2cccc(C(=O)NCc3ccco3)c2)cc1
6	3	Cc1nnc(N(CCC#N)CCC#N)s1
-3	4	COc1ccc2nc(-c3ccccc3)[nH]c2c1
5	1	CN/S(=N/S(=O)(=O)c1ccccc1)c1ccc(C)cc1 (stereo not given)
2	-5	COc1cc2c3nnc(-c4ccc(F)cc4)c-3cn(Cc3ccc(C)cc3)c2cc1OC
-1	-8	CCC(C(=O)Nc1ccccc1C(=O)N1CCOCC1)N1C(=O)c2ccccc2C1=O (stereo not given)
-10	9	COc1ccc(C(=O)CC2OC(=O)c3c2ccc(OC)c3OC)cc1 (stereo not given)
2	8	S=c1[nH]nc(-c2cc(-c3ccco3)[nH]n2)n1-c1ccccc1
-1	7	COc1ccc(C)cc1S(=O)(=O)N1CCN(c2cccc(C(F)(F)F)c2)CC1
7	1	CCOC(=O)C1=C(c2ccccc2)NC(SCC(=O)NC2CCCCC2)=C(C#N)C1c1ccco1 (stereo not given)
-2	7	O=C(CN1C2=NCCCN2c2ccccc21)c1ccc(Br)s1
-2	4	CCOc1ccc(C(=O)N(CN2CCCC2=O)c2ccc(C)cc2)cc1
-1	6	O=C(CSc1nc2ccccc2s1)c1cc2ccccc2o1
-3	7	COC(=O)c1ccc(N2CCCCC2)c(NS(=O)(=O)c2ccc(C)cc2)c1
0	4	CC(C)(C)NC(=O)COC(=O)Cc1ccc(Cl)cc1
-5	6	C=CC1=C(C(=O)O)N2C(=O)C(NC(=O)Cc3ccccc3)C2SC1 (stereo not given)
10	4	O=C(c1ccccc1-c1nc(-c2ccccc2)no1)N1CCOCC1
-9	6	COc1cc(C)ccc1OCCCCN1CC(C)OC(C)C1 (stereo not given)
5	-2	CCCC1O[C@@H]2C[C@H]3[C@@H]4CCC5=CC(=O)C=C[C@]5(C)[C@H]4[C@@H](O)C[C@]3(C)[C@]2(C(=O)CO)O1 (stereo not given in full)
3	3	O=C(CSc1nnc(-c2ccco2)o1)NC1CCCCC1
-6	7	COCCN1C(=O)c2ccccc2C(C(=O)N2CCN(c3ccccc3)CC2)C1c1ccc(F)cc1 (stereo not given)
-2	5	COc1ccc(-c2nc(C#N)c(NCc3ccccc3Cl)o2)cc1
-10	6	Cc1ccc(CCNc2ccccc2C)cn1
6	5	CCOc1ccc(C(=O)/C=C/c2cn(CN3CCN(C)CC3)c3ccccc23)cc1
-2	-8	COc1ccc(C2=NN(CN3C(=O)C(=O)c4ccccc43)C(c3ccc(C)cc3)C2)cc1 (stereo not given)
7	10	CCOc1ccc(-c2nc(C)c(C(C)=O)n2O)cc1
2	3	CCc1ccc(-c2nn(Cc3ccccc3)cc2/C=C/C(=O)O)cc1
-3	0	CCCOc1ccc(-c2cnc(SCC(N)=O)nc2N)cc1
-3	-2	CS(=O)(=O)Nc1ccc(C(=O)NC2CCCC2)cc1
2	9	CCNS(=O)(=O)c1cc(S(C)(=O)=O)ccc1Cl
-4	-2	C=CCNc1nnc(SC2CC(=O)N(c3ccc(OC)cc3)C2=O)s1 (stereo not given)

# Three structures from above, ordered by SMILES length, falling:
FXIa inh	FXIIa single	Molecule
-2	-8	COc1ccc(C2=NN(CN3C(=O)C(=O)c4ccccc43)C(c3ccc(C)cc3)C2)cc1 (stereo not given)
-4	-2	C=CCNc1nnc(SC2CC(=O)N(c3ccc(OC)cc3)C2=O)s1 (stereo not given)
-3	-2	CS(=O)(=O)Nc1ccc(C(=O)NC2CCCC2)cc1

# (next part)
FXIa inh	FXIIa single	Molecule
-8	7	CCC(C)NC(=O)CC(NS(=O)(=O)c1ccc(C)cc1)c1ccc(OC)cc1 (stereo not given)
-3	0	CCOc1ccc(S(=O)(=O)NCC2CCCO2)cc1 (stereo not given)
-10	2	CCN(CC)CCCOC(=O)C1(c2ccccc2)CCCC1
0	3	CC1(C)Cc2c(C#N)c(SCc3ccccc3)nc(N3CCOCC3)c2CO1
-3	3	CCn1ccc(C(=O)NC2=C(C#N)CCC2)n1
15	-11	CC(=NCCc1ccccc1)C1=C(O)CCC1=O
3	7	Cc1ccc(C2C(=O)N(C3CCCC3)CC(=O)N2CC2COc3ccccc3O2)cc1 (stereo not given)
6	5	COc1ccc(NC(=O)N(Cc2ccc(C)cc2)Cc2cccnc2)c(OC)c1
4	13	CCCc1cc(Nc2c(C)n(C)n(-c3ccccc3)c2=O)n2c(nc3ccccc32)c1C#N
0	4	CCOc1ccccc1CN1CCN(S(C)(=O)=O)CC1
32	2	COc1ccc(OC)c(C2=NOC(C(=O)NCc3ccco3)C2)c1 (stereo not given)
-4	8	CCCC(C)C(=O)Nc1ccccc1C(=O)OCC (stereo not given)
-2	3	CCCn1c(C2CC(=O)N(c3ccc(C)cc3)C2)nc2ccccc21 (stereo not given)
10	12	O=C(CSc1nnc(CNC(=O)c2c(F)cccc2Cl)o1)Nc1ccc2c(c1)OCCO2
-9	7	Cc1nc(C)c2c(=O)cc(-c3ccccc3)[nH]c2n1
30	6	CC(=O)NC1C(=O)N(CC(C)C)c2ccccc21 (stereo not given)
-3	7	CS(=O)(=O)Nc1ccc(C(=O)NC2CC3CCC2C3)cc1 (stereo not given)
1	4	C=CCn1c(SCCN2CCOCC2)nc2c1c(=O)[nH]c(=O)n2C
-5	8	Cc1ccccc1CN(c1ccc(C(=O)Nc2cccnc2)cc1)S(C)(=O)=O
3	12	Cc1c(CN(C)C)c2c(n1Cc1ccccc1)C(=O)c1ccccc1-2
1	15	O=[N+]([O-])c1cc(S(=O)(=O)Nc2ccccc2)ccc1-n1nnc2ccccc21
0	3	Fc1ccc(C(CCCn2nnc(-c3cccnc3)n2)c2ccc(F)cc2)cc1
8	9	Cc1ccc(-c2nc3sc4c(c3c(=O)n2N)CC(C)(C)OC4)cc1
10	3	COC(=O)c1ccc(CSc2nnc(CNC(=O)c3ccc(OC)cc3)o2)o1
-10	9	CC(C)(C)c1cc(S(=O)(=O)CCc2ccccn2)cc(C(C)(C)C)c1F
-12	-19	N#Cc1nc(-c2cccs2)oc1NCCCN1CCOCC1
12	-14	C(/C=C/C=C/Nc1ccccc1)=Nc1ccccc1
-1	1	O=C(CSc1nnnn1-c1cccc2ccccc12)N1CCOCC1
19	6	CCn1cc(C(=O)N2CCN(Cc3ccc4c(c3)OCO4)CC2)c(=O)c2ccc(C)nc21
-7	6	COc1ccc(C(=O)N[C@H](C(=O)NCC2CCCCC2)C(C)C)cc1
-7	12	CCOC(=O)c1c(N)n[nH]c1-c1ccccc1
2	5	Cc1cc(NC(=O)CSc2nc(-c3ccccc3)c(C#N)c(=O)[nH]2)no1
-4	6	Cc1nccn1CCC(=O)O
-2	8	O=C(O)CCc1ccc(-c2ccc(F)cc2)n1Cc1ccco1
-7	5	CCN(CC)S(=O)(=O)c1c(Br)cc(C)cc1Br
-1	1	CCNCCNC(=O)c1c(O)c2cccc3c2n(c1=O)CCC3
1	-10	CC(C)CCn1c(N2CCC(C(N)=O)CC2)nc2c1c(=O)[nH]c(=O)n2C
-2	3	Cc1cc(C)nc(N2CCCC(C(=O)Nc3ccc4c(c3)OCO4)C2)n1 (stereo not given)
3	7	COc1ccc(OCC(=O)Nc2ccccc2OC(F)F)cc1
-4	7	O=C(Nc1nc2ccccc2s1)C1CC(=O)N(c2ccc(Br)cc2)C1 (stereo not given)
1	12	COc1ccc(Nc2nc(Nc3ccc(OC)cc3)nc(SC3=NCCS3)n2)cc1
0	12	CCOC(=O)Cn1c(Br)nc2c1c(=O)[nH]c(=O)n2C
-3	-3	CCN(CC)CCN1C(=O)c2ccccc2NC1c1ccc(N(C)C)cc1 (stereo not given)
-4	6	N#Cc1ccc(CSc2nnc(-c3ccccc3)n2Cc2ccco2)cc1
3	6	CC1CCc2c(sc(NC(=O)c3ccc(Cn4cc([N+](=O)[O-])cn4)o3)c2C#N)C1 (stereo not given)

# An excerpt of these results, with two lines to a compound.
# Every second line gives: FXIa inh	FXIIa single
Cc1c(CN(C)C)c2c(n1Cc1ccccc1)C(=O)c1ccccc1-2
→ 3	12
O=[N+]([O-])c1cc(S(=O)(=O)Nc2ccccc2)ccc1-n1nnc2ccccc21
→ 1	15
Fc1ccc(C(CCCn2nnc(-c3cccnc3)n2)c2ccc(F)cc2)cc1
→ 0	3
Cc1ccc(-c2nc3sc4c(c3c(=O)n2N)CC(C)(C)OC4)cc1
→ 8	9
COC(=O)c1ccc(CSc2nnc(CNC(=O)c3ccc(OC)cc3)o2)o1
→ 10	3
CC(C)(C)c1cc(S(=O)(=O)CCc2ccccn2)cc(C(C)(C)C)c1F
→ -10	9
N#Cc1nc(-c2cccs2)oc1NCCCN1CCOCC1
→ -12	-19
C(/C=C/C=C/Nc1ccccc1)=Nc1ccccc1
→ 12	-14
O=C(CSc1nnnn1-c1cccc2ccccc12)N1CCOCC1
→ -1	1
CCn1cc(C(=O)N2CCN(Cc3ccc4c(c3)OCO4)CC2)c(=O)c2ccc(C)nc21
→ 19	6
COc1ccc(C(=O)N[C@H](C(=O)NCC2CCCCC2)C(C)C)cc1
→ -7	6
CCOC(=O)c1c(N)n[nH]c1-c1ccccc1
→ -7	12
Cc1cc(NC(=O)CSc2nc(-c3ccccc3)c(C#N)c(=O)[nH]2)no1
→ 2	5
Cc1nccn1CCC(=O)O
→ -4	6
O=C(O)CCc1ccc(-c2ccc(F)cc2)n1Cc1ccco1
→ -2	8
CCN(CC)S(=O)(=O)c1c(Br)cc(C)cc1Br
→ -7	5
CCNCCNC(=O)c1c(O)c2cccc3c2n(c1=O)CCC3
→ -1	1
CC(C)CCn1c(N2CCC(C(N)=O)CC2)nc2c1c(=O)[nH]c(=O)n2C
→ 1	-10
Cc1cc(C)nc(N2CCCC(C(=O)Nc3ccc4c(c3)OCO4)C2)n1 (stereo not given)
→ -2	3
COc1ccc(OCC(=O)Nc2ccccc2OC(F)F)cc1
→ 3	7
O=C(Nc1nc2ccccc2s1)C1CC(=O)N(c2ccc(Br)cc2)C1 (stereo not given)
→ -4	7
COc1ccc(Nc2nc(Nc3ccc(OC)cc3)nc(SC3=NCCS3)n2)cc1
→ 1	12
CCOC(=O)Cn1c(Br)nc2c1c(=O)[nH]c(=O)n2C
→ 0	12
CCN(CC)CCN1C(=O)c2ccccc2NC1c1ccc(N(C)C)cc1 (stereo not given)
→ -3	-3
N#Cc1ccc(CSc2nnc(-c3ccccc3)n2Cc2ccco2)cc1
→ -4	6
CC1CCc2c(sc(NC(=O)c3ccc(Cn4cc([N+](=O)[O-])cn4)o3)c2C#N)C1 (stereo not given)
→ 3	6

# The list continues:
FXIa inh	FXIIa single	Molecule
3	7	Cc1ccc2c(c1)nnn2C1CCN(S(=O)(=O)c2ccc3ccccc3c2)CC1
-3	10	CCOC(=O)Cc1csc(NC(=O)c2c(O)c3ccccc3n(CC(C)C)c2=O)n1
-5	4	CCOC(=O)CNC(=O)CSc1nnc(-c2ccc(OC)cc2)n1CC
7	7	COc1cc(C(=O)CSc2nncn2C)cc(OC)c1OC
-13	-13	CCOc1ccc(NC(=O)C2CCC(CNc3c(N4CCOCC4)c(=O)c3=O)CC2)cc1 (stereo not given)
-8	-17	Cc1ccc(-c2cc3nc(-c4ccccc4)cc(N4CCOCC4)n3n2)cc1
6	8	CCC(=O)OC1CC(C)N(C(=O)c2ccccc2)c2ccc(C)cc21 (stereo not given)
2	10	O=C(O)Cn1cnc2ccccc2c1=O
5	6	COc1ccc2[nH]c(C)c(CCN(Cc3cccs3)C(=S)Nc3ccc(F)cc3)c2c1
-8	2	CCn1cc(C(=O)NCc2cccnc2)c(=O)c2cc(F)c(N3CCN(C(=O)c4ccco4)CC3)cc21
10	6	COC(=O)c1sccc1NC(=O)CCC1CCCC1
-10	-11	O=C(CN(Cc1ccccc1)S(=O)(=O)c1ccccc1)N1CCOCC1

# These rows are one share of the data; rates above refer to the full screens.
